PKA-R1A act: activators of PKA-R1A holoenzyme, primary screen, biochemical, fluorescence polarization, Cy5-IP20, bovine R1A, mouse PKAc | PKA-R1A dissociation; scaled: DMSO 0%, 113 µM cGMP 100% | activation, % at 11.4 µM | actives 0.083% (n = 340,000) | AID 504707, 2011;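 active means percent activation above the mean of all tested compounds plus 3 SD, cut at about 19% in these data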;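 further: higher means more PKAc released from R1A so a rise in polarization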
phage Ecoli inh: growth loss of phage-infected E. coli, primary screen, RecBCD inhibitor project, absorbance, with phage, HTS | AID 651602, 2012 | inhibition, % at 11.9 µM | actives 0.26% (n = 360,000); in the data active means inhibition above about 11%
AddAB inh: growth inhibition of E. coli expressing H. pylori AddAB, primary screen, AddAB inhibitor project, absorbance | actives 0.29% (n = 330,000) | inhibition, % at 11.9 µM; in the data active means inhibition above about 12%;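 further: 0% = vehicle wells of infected cells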
MOR-DOR ag: agonists of OPRM1-OPRD1 heterodimerization, primary screen, cell-based, luminescence | cells | activation, % at 9.3 µM | actives 0.3% (n = 340,000); in the data active means activation above about 18%;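 further: 0% = vehicle-treated cells and 100% = reference agonist; values of inactives mirror those of a sister screen read the other way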
PfHsp90 set2: growth inhibition of PfHsp90-expressing yeast, primary screen, antimalarial PfHsp90 inhibitor project, S. cerevisiae, BacTiter-Glo luminescence, single point, set 2. actives 0.32% (n = 310,000). inhibition, % at 9.4 µM. AID 504621, 2011. BacTiter-Glo ATP, 48 h; yeast lacking PDR1 and PDR3 efflux regulators;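 active means every replicate shows inhibition above about 80%, whatever the replicate mean, limit read from the data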;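 further: 0% = DMSO neutral controls and 100% = 20 µM radicicol positive controls; yeast relying on Plasmodium falciparum Hsp90 in place of its own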
HTR5A inv ag: HTR5A inverse agonists in luminescence cell assay, primary screen, counter-screen for OPRM1-OPRD1 heterodimer inverse agonist project, full-deck HTS; HTR5A cell line, inverse agonism; inhibition, % at 9.3 µM; actives 0.083% (n = 340,000); in the data active means inhibition mostly above about 23%, no sharp cut-off; inactive means mostly below about 18%;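 further: 0% = cells with DMSO and 100% = no-cell wells with DMSO; some compounds called inactive have numbers as strong as hits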
Target sequence (P47898 whole entry, looked up): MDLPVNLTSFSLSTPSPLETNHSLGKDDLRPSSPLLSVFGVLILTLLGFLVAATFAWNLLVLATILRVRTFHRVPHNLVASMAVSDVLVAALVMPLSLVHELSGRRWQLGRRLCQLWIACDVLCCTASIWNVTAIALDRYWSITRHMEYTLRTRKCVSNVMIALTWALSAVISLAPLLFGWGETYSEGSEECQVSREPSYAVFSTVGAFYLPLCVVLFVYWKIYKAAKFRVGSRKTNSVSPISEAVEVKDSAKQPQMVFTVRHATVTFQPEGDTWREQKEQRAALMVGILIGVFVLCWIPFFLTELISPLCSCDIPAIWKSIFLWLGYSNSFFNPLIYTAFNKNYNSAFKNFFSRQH
HTR5A ag: HTR5A agonists in luminescence cell assay, primary screen, counter-screen for OPRM1-OPRD1 heterodimer agonist project, full-deck HTS. 5-hydroxytryptamine receptor 5A (Homo sapiens), P47898. cell-based. activation, % at 9.3 µM. actives 0.61% (n = 340,000); in the data active means activation mostly above about 9.5%, no sharp cut-off; inactive means mostly below about 7.6%;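 further: 0% = cells with vehicle only and 100% = reference agonist; strong numbers were not always called active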
MOR-DOR inv ag: inverse agonists of MOR-DOR heterodimerization, primary screen, cell-based, luminescence | cell-based MOR-DOR heterodimer luminescence, inverse agonism | inhibition, % at 9.3 µM | actives 0.21% (n = 340,000); in the data active means inhibition above about 22%, passing the limit was not always enough;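 further: 0% = cells with DMSO and 100% = wells without cells with DMSO; values of inactives mirror those of a sister screen read the other way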
Mot1-301 SUMO: yeast Mot1-301 growth rescue at high temperature, primary screen, SUMOylation pathway inhibitor project, S. cerevisiae, ATP luminescence, 38.5C. growth rescue, % at 18.8 µM. AID 2716, 2010. S. cerevisiae Mot1-301 growth rescue; percent above DMSO median, 100 means doubled. actives 1% (n = 320,000);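 active means every valid replicate shows activation above 250% relative to neutral control wells; inactive means the rest, any valid replicate at or below 250%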;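 further: OY570 slx delta 5 strain wells were the positive control but not used for scaling; some compounds called inactive have numbers as strong as hits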
DSG3 Ab inh: inhibitors of pemphigus antibody binding to DSG3, primary screen, biochemical, bead-based, flow cytometry, scFv-GFP. DSG3-coupled beads, scFv-anti-DSG3-GFP binding; hits give low values. binding (percent of control), % at 10 µM. actives 0.48% (n = 310,000). AID 588358, 2011;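 active means binding more than 3 SD below its plate's average and above zero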;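 further: hits lower antibody fragment binding to DSG3; some compounds called inactive have numbers as strong as hits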
E coli growth: E. coli V3065 growth inhibition, primary screen, counter-screen for AddAB inhibitor project, absorbance, OD600; 18 h; inhibition, % at 11.9 µM; actives 0.27% (n = 330,000); AID 449728, 2010;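 active means inhibition above the campaign's mean inhibition across all tested compounds plus 3 SD, cut at about 9.9% in these data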;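 further: uninfected addAB+ strain grown without phage in ampicillin broth; 0% = DMSO wells and 100% = ciprofloxacin 0.95 µg/ml wells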
Numbers without * were called inactive; x = not tested or not shown; + = active, no number. No enrichment for hits, and some 3.2% of all compounds hit somewhere here.

nr	molecule	PKA-R1A act	phage Ecoli inh	AddAB inh	MOR-DOR ag	PfHsp90 set2	HTR5A inv ag	HTR5A ag	MOR-DOR inv ag	Mot1-301 SUMO	DSG3 Ab inh	E coli growth
1	COc1cccc(-c2ccc(NC(=O)C3CCCN(Cc4cnc(C)s4)C3)cc2)c1 (configuration not stated)	-10	-1.5	4.3	-0.9	-21	-7	-3	5	26	102	-0.4
2	CN(c1ccccc1)S(=O)(=O)c1ccc(C(=O)NCc2ccccc2CN2CCCC2)cc1	-15	-2.9	x	-3.5	x	12	-5	18	x	108	x
3	CCN1CCN(c2ncnc3c2sc(=S)n3-c2ccccc2)CC1	-2	0.6	5.4	1.3	-1	-22	8	-7	4	105	0.7
4	Cn1nnnc1SCC(=O)NC(=O)Cc1ccccc1	-6	2.5	1.0	-2.0	-7	10	-3	11	-2	102	-1.5
5	COc1ccc2oc(C(=O)NC(C)(C)C)c(C)c2c1	2	2.7	2.6	1.4	15	13	3	-7	x	97	0.6
6	CCOC(=O)CSc1nnc(-c2ccoc2C)n1-c1ccc(C)cc1	-4	4.0	-1.6	-1.8	8	-19	7	11	6	104	-0.9
7	O=C1CN(O)C=C2N=c3ccccc3=C2N1c1ccc([N+](=O)[O-])cc1	-1	4.6	2.2	-0.8	9	4	2	4	-10	99	2.2
8	COC(=O)C(NC(=O)c1ccc(Cl)cc1)(Nc1nc(C)cs1)C(F)(F)F (configuration not stated)	-7	0.9	0.2	-3.5	-22	-43	0	18	329	100	-1.8
9	COc1ccc2nc(Cl)c(C3CC(c4ccco4)=NN3C(=O)CCCC(=O)O)cc2c1 (configuration not stated)	14	4.6	-0.1	1.0	-18	-4	-3	-5	6	90	-0.7
10	COc1ccc(NS(=O)(=O)c2c(C)[nH]c(=O)[nH]c2=O)c(OC)c1	0	1.4	1.5	-2.7	x	13	-3	14	8	92	-0.8
11	Cc1ccc(NC=C(S(=O)(=O)c2ccccc2)S(=O)(=O)c2ccccc2)c(C)c1	9	2.4	-0.2	-0.3	-27	1	-2	2	-7	114	1.2
12	Cc1cc(C)c(S(=O)(=O)N/N=C/c2ccc([N+](=O)[O-])o2)c(C)c1	-4	3.3	x	1.2	12	-10	4	-6	-13	107	x
13	O=c1[nH]c(C(F)(F)F)nc2ccc3ccccc3c12	-2	3.0	0.3	-0.3	-36	5	-2	2	1	x	2.0
14	CC(=O)Nc1ccc(S(=O)(=O)Nc2nc3ccccc3nc2Nc2ccc(S(N)(=O)=O)cc2)cc1	-7	3.2	5.1	-3.0	-10	-18	1	16	-13	98	-1.0
15	N#Cc1c(N)nc(SCC(=O)NC2CCCCC2)c(C#N)c1-c1ccc(Cl)cc1	-5	1.5	-1.4	8.0	-4	-9	3	-44	6	107	0.7
16	Cc1cc(C)c(NS(=O)(=O)c2ccc(Cl)c(C(=O)O)c2)c(C)c1	-6	2.6	2.5	0.8	-6	-16	5	-4	6	97	2.0
17	COc1ccccc1C1=NOC(C(=O)N2CCN(C(=O)c3ccco3)CC2)C1 (configuration not stated)	-2	3.3	0.8	-1.3	7	4	1	7	20	x	-1.9
18	COc1ccc(-c2nn(-c3ccccc3)cc2C(=O)N(C)C)cc1	-5	1.7	-0.7	-0.1	-10	1	0	1	7	99	-2.3
19	Cn1c2ccccc2c2nnc(SCc3ccc4nonc4c3)nc21	-3	1.0	1.9	1.1	9	-10	12	-6	73	95	-0.2
20	CCc1ccc(OCC(=O)NCCOc2ccccc2)cc1	2	2.6	0.8	-0.3	-4	-8	2	2	-1	90	-1.0
21	O=C(O)/C=C/C(=O)N1CCN(S(=O)(=O)c2cc(C(F)(F)F)ccc2Cl)CC1	-8	5.8	3.2	-0.1	-12	24	-5	1	5	101	0.4
22	CC[C@@H](C)[C@@H]1CN([C@@H](CN2CCC[C@H]2CN2C(N)=NC[C@H]2CC(C)C)C(C)C)C(=N)N1CCCC1CCCC1	-3	5.2	-0.5	-3.0	53	10	-3	14	x	119	-0.9
23	Cc1ccc(C(=O)NC(=S)NCCN2CCOCC2)cc1	-2	1.9	-0.7	-2.4	-17	-4	1	12	-18	100	-0.5
24	O=C(CCCc1nc(-c2ccccc2Cl)no1)N1CCOCC1	1	1.4	2.8	0.6	-7	-4	-2	-3	-5	110	2.2

Continued, starting with the last five of the part before.
nr	molecule	PKA-R1A act	phage Ecoli inh	AddAB inh	MOR-DOR ag	PfHsp90 set2	HTR5A inv ag	HTR5A ag	MOR-DOR inv ag	Mot1-301 SUMO	DSG3 Ab inh	E coli growth
20	CCc1ccc(OCC(=O)NCCOc2ccccc2)cc1	2	2.6	0.8	-0.3	-4	-8	2	2	-1	90	-1.0
21	O=C(O)/C=C/C(=O)N1CCN(S(=O)(=O)c2cc(C(F)(F)F)ccc2Cl)CC1	-8	5.8	3.2	-0.1	-12	24	-5	1	5	101	0.4
22	CC[C@@H](C)[C@@H]1CN([C@@H](CN2CCC[C@H]2CN2C(N)=NC[C@H]2CC(C)C)C(C)C)C(=N)N1CCCC1CCCC1	-3	5.2	-0.5	-3.0	53	10	-3	14	x	119	-0.9
23	Cc1ccc(C(=O)NC(=S)NCCN2CCOCC2)cc1	-2	1.9	-0.7	-2.4	-17	-4	1	12	-18	100	-0.5
24	O=C(CCCc1nc(-c2ccccc2Cl)no1)N1CCOCC1	1	1.4	2.8	0.6	-7	-4	-2	-3	-5	110	2.2
25	CC(C)C(=O)Nc1cccc(NC(=S)NC(=O)c2ccc3c(c2)OCO3)c1	-3	1.7	0.8	1.1	10	0	6	-6	-8	x	2.0
26	Cc1onc(-c2ccccc2)c1-c1nc2cc(Cl)ccc2c(=O)o1	x	3.0	2.1	x	7	x	x	x	-9	97	1.6
27	Cc1ccc(NC(=O)Cn2c(O)c(N=NC(N)=S)c3ccccc32)cc1	2	-1.5	-1.1	20*	-5	-32	8	-91	-7	90	-2.9
28	OC1(c2cccc(C(F)(F)F)c2)CCNCC1	-13	5.4	-3.0	0.5	-13	0	8	-2	288	100	1.4
29	CCOc1ncccc1C(=O)OC(C)C(=O)NC1CCCCC1 (configuration not stated)	1	0.4	x	-0.7	15	8	1	5	x	103	x
30	CN(C)S(=O)(=O)c1cccc(-c2cn3cc(Cl)ccc3n2)c1	11	x	2.1	3.0	12	-32	4	-16	-1	96	2.1
31	COc1ccc(C(C(=O)NCCC(C)C)N(CCO)C(=O)c2snc(C(N)=O)c2N)cc1 (configuration not stated)	1	-1.8	1.8	-3.6	6	9	-2	17	18	102	0.3
32	COC(=O)c1ccc(C(=O)OC)c(NC(=O)CN(C)Cc2ccc(Cl)c(Cl)c2)c1	-8	-0.5	1.2	-1.9	9	-1	0	9	3	78	0.8
33	COc1ccccc1NC(=S)NNC(=O)c1c(Cl)c(C)nn1C	9	2.5	0.2	-1.6	-3	-10	-1	10	-9	92	-1.5
34	O=C1CCN(C(=S)NCc2ccccc2)CC1	-3	1.6	-0.8	-0.3	-6	-11	-4	2	64	110	-0.1
35	COc1ccc(C(=O)O)cc1S(=O)(=O)NCCN(C)C	-16	-0.4	4.0	-2.6	-5	-13	1	13	824*	88	-0.1
36	CCN(CC)CCNC(=O)CNC(=O)c1nn(-c2ccc(OC)cc2)c(=O)c2ccccc12	-6	0.8	0.0	-0.2	-15	-12	3	1	108	92	-1.5
37	Cc1ccc(S(=O)(=O)N2CCC(C(=O)N/N=C/c3ccncc3)CC2)cc1	-15	3.6	4.4	-2.0	-13	12	0	11	-6	103	-0.2
38	COc1cccc(C(=O)Nc2nnc(Cc3ccc(OC)c(OC)c3)s2)c1	0	3.7	0.1	-1.8	12	18	0	9	8	103	-3.5
39	COc1ccc(-c2cc(-c3ccccc3)nc3ncnn23)cc1	-5	-0.1	2.4	0.1	-9	-10	3	-1	-2	101	0.3
40	O=C(Cn1ncc(N2CCCC2)c(Cl)c1=O)c1ccc(Cl)cc1	-2	3.6	4.9	-0.9	11	-2	1	5	0	98	2.4
41	Fc1ccccc1C1c2[nH]c3ccccc3c2CCN1CCCn1cccn1 (configuration not stated)	5	2.1	-0.1	-1.7	13	-4	2	9	2	107	-0.9
42	CCOC(=O)N1CCN(CC(c2ccccc2)c2ccccc2)CC1	5	-0.6	1.2	-1.9	-2	-5	1	9	-17	87	-0.1
43	Clc1ccccc1-c1nnc2sc(CCc3ccccc3)nn12	0	2.6	0.3	-1.6	x	-9	-5	9	-21	96	-1.0
44	NC(=O)CC(NC(=O)Cc1cccc2ccccc12)c1ccc(NCCCN2CCCC2=O)c([N+](=O)[O-])c1 (configuration not stated)	-8	1.3	2.1	-0.6	4	-4	1	4	+	102	-0.2
45	COc1cc2cc(c1Cl)N(C)C(=O)CC(OC(=O)C(C)N(C)C(C)=O)C1(C)OC1C(C)C1CC(O)(NC(=O)O1)C(OC)C=CC=C(C)C2 (configuration not stated)	-20	3.8	x	-2.9	-17	-13	3	13	x	86	x
46	COc1ccc(C(=O)OCN2C(=O)c3ccccc3C2=O)cc1	5	1.4	-1.2	0.5	8	8	-3	-3	-1	91	-2.5
47	O=C(COC(=O)c1nc(Cl)ccc1Cl)NCc1ccccc1	-4	0.0	1.5	-3.6	-13	4	-1	18	-7	85	-2.2
48	Cc1ccc(S(=O)(=O)NCC(=O)NCC(=O)N2CCN(c3ncccn3)CC2)cc1C	-17	3.6	-0.3	-0.6	3	22	3	3	-4	91	0.8
49	O=C(Oc1ccc(OC(=O)c2ccco2)c(S(=O)(=O)c2ccc(Cl)cc2)c1)c1ccco1	-3	1.2	2.6	-1.3	-53	-16	3	7	2	x	0.6
50	Cc1ccc(NC(=S)Nc2cccc(-c3n[nH]c(=S)o3)c2)cc1	1	2.8	2.6	-2.6	-7	-17	2	13	184	x	-0.3
51	CN(Cc1ccccc1)C(=O)c1[nH]cnc1C(=O)NCc1ccccc1	3	3.2	0.4	-1.7	-15	-12	7	9	6	108	-0.7

Source: PubChem
